NOD2 inhibition: NOD2 signaling inhibitors, cell-based, luminescence, uHTS, HEK293 (AID 1566); HEK293 NOD2/NF-kB luciferase reporter, luminescence; higher % means a stronger effect; inhibition, % at 4 µM; hits with a dose series show EC50 in µM; hit rate 0.63% among 290,000; also: many of its hits are not listed in these tables
KOR beta-arrestin-1: KOR agonists, beta-arrestin recruitment, primary screen, cell-based, luminescence, uHTS (AID 1777); Kappa-type opioid receptor (Homo sapiens); KOR beta-arrestin recruitment, luminescence; higher % means a stronger effect; activation, % at 10 µM; hits with a dose series show EC50 in µM; hit rate 0.02% among 280,000; in the data active = activation above about 50%, passing the limit was not always enough; also: a part of the inactive calls stands beside numbers as strong as those of hits
NOD1 NF-kB reporter: NOD1 signaling inhibitors, primary screen, cell-based, luminescence, uHTS (AID 1578). NOD1-driven NF-kB luciferase reporter cells, luminescence; higher % means a stronger effect. inhibition, % at 4 µM; hits with a dose series show EC50 in µM. hit rate 1% among 290,000; in the data active = inhibition mostly above about 36%, no sharp cut-off; inactive = mostly below about 34%;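 also: HEK-293T reporter cells stimulated with the NOD1 agonist gamma-tri-DAP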
GPR55 beta-arrestin: GPR55 agonists via beta-arrestin recruitment, primary screen, imaging, U2OS cells, beta-arrestin-GFP redistribution (AID 1961). U2OS GPR55 beta-arrestin-GFP redistribution imaging; higher % means a stronger effect. activation, % at 10 µM; hits with a dose series show EC50 in µM. hit rate 0.048% among 290,000;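 active = activation above 40% with more than 50 cells counted in the well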;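 also: U2OS osteosarcoma cells stably expressing GPR55 and beta-arrestin-GFP; plate controls were DMSO negative control for no effect and LPI positive control for full effect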
SV40 large T antigen: SV40 large T antigen inhibitors, biochemical (AID 1903); hit rate 0.39% among 310,000; SV40 large T antigen ATPase/helicase inhibition assay; higher % means a stronger effect; inhibition, % at 20 µM, or IC50 in µM where a hit was titrated; in the data active = a potency from the dose series; also: strong numbers were not always called active
GPR55 antagonists: GPR55 antagonists blocking LPI-driven arrestin recruitment, primary screen, imaging, U2OS, beta-arrestin-GFP, LPI agonist (AID 2013). U2OS GPR55 beta-arrestin-GFP translocation imaging, LPI antagonism; higher % means a stronger effect. hit rate 0.13% among 290,000. inhibition, % at 10 µM; hits with a dose series show IC50 in µM. G-protein coupled receptor 55 (Homo sapiens);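 active = spots per cell inhibited over 60%, with over 100 cells counted and total cytoplasm intensity under 500,000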;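 also: U2OS cells stably carrying GPR55 and arrestin-GFP stimulated by 5 µM LPI near EC80; imaged beta-arrestin-GFP aggregate spots per cell after agonist stimulation; plate controls were LPI-stimulated DMSO wells for no effect and DMSO wells without LPI for full effect; some results filed as inactive read as strong as hits; confirmed hits need IC50 under 10 µM and bright autofluorescent wells are also inconclusive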
MgcRacGAP inhibition: MgcRacGAP GTPase-activating activity inhibitors, confirmation, biochemical, ADP Hunter fluorescence. MgcRacGAP-stimulated Rac1 GTP hydrolysis, ADP Hunter fluorescence; higher % means a stronger effect; GST-tagged Rac1 F28L mutant substrate. hit rate 0.6% among 340,000. AID 624330, 2012. Rac GTPase-activating protein 1 (Homo sapiens). inhibition, % at 30 µM; hits with a dose series show IC50 in µM;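 active = first-screen hits whose inhibition reached a set limit at any dose in the follow-up dose series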;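 also: fluorescence reports GDP produced by GAP-driven GTP hydrolysis; strong numbers were not always called active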
KOR beta-arrestin-2: KOR antagonists, beta-arrestin recruitment, cell-based, luminescence, uHTS (AID 1778). KOR beta-arrestin recruitment, luminescence, antagonist mode; higher % means a stronger effect. one-dose inhibition, % at 10 µM; IC50 in µM for titrated hits. Kappa-type opioid receptor (Homo sapiens). hit rate 0.091% among 290,000; also: strong numbers were not always called active
HIV fusion peptide: inhibitors of HIV fusion peptide binding, primary screen, biochemical, uHTS, fluorescence dequenching (AID 1986); hit rate 0.3% among 290,000; cell-free peptide binding, fluorescence dequenching, 30 min; higher % means a stronger effect; inhibition, % at 20 µM; hits with a dose series show IC50 in µM; in the data active = inhibition mostly above about 52%, no sharp cut-off; inactive = mostly below about 76%; also: some results filed as inactive read as strong as hits
Starred values were filed as active, the others as inactive; i = inactive; . = not tested or not shown; [ ] = dose if it differs, or a comment. Rule as the data show it, unless noted: active = inhibition above about 50%; inactive = the rest. This is a subset; the hit share may differ from the screen's.

structure | NOD2 inhibition | KOR beta-arrestin-1 | NOD1 NF-kB reporter | GPR55 beta-arrestin | SV40 large T antigen | GPR55 antagonists | MgcRacGAP inhibition | KOR beta-arrestin-2 | HIV fusion peptide
O=C(N/C(=C\c1ccc([N+](=O)[O-])cc1)C(=O)N1CCCCC1)c1ccccc1Br | -3% | 0.7% | -4% | 1.0% | 7% | -1% | 0% | -8% | -0.1%
Cc1cc(C(=O)CSc2nc3ccccc3[nH]2)c(C)n1CC1CCCO1 (stereo not drawn) | -54% | 1.0% | 62% | 0.0% | 9% | . | 9% | 6% | 1.0%
COc1cc(C(=S)N2CCCC2)cc(OC)c1OC | -5% | 2.2% | -17% | -0.3% | 1% | -1% | -40% | -14% | -0.5%
COc1ccc2cc(/C=N/O)c(Cl)nc2c1 | -25% | 2.6% | -5% | -0.6% | 7% | -19% | 14% | -40% | 0.9%
COC(=O)c1c(N)sc(C(=O)N2CCOCC2)c1C | 3% | 1.7% | -23% | -0.1% | 4% | 8% | 8% | -18% | 0.4%
CCOc1ccc(C2/C(=C(\O)c3c(C)[nH]c(C(=O)OC)c3C)C(=O)C(=O)N2CCN(C)C)cc1 (stereo not drawn) | -1% | 7.5% | 18% | -0.1% | 3% | -3% | -1% | 5% | 0.3%
CCC(=O)Nc1nnc(S(=O)(=O)N(C)Cc2ccco2)s1 | 14% | -6.4% | -15% | -0.2% | 7% | 1% | 12% | -14% | 1.5%
Cc1ccc(C)c(-n2c(-c3ccc4c(c3)OCO4)n[nH]c2=S)c1 | 14% | -4.8% | -14% | 0.0% | 14% | -4% | -1% | -6% | -1.2%
COCCNC(=O)CCCn1c(=O)c2cc(OC)c(OC)cc2n(CC(=O)Nc2ccc(F)cc2)c1=O | 10% | -2.8% | -23% | 0.0% | 1% | 17% | 11% | 32% | -1.1%
CN(CC1CCCN(CCc2ccc(F)cc2)C1)C(=O)CCC(F)(F)F (stereo not drawn) | 8% | -1.1% | -10% | 0.0% | 4% | -6% | 8% | -19%[20 µM] | -0.6%
CSc1sc(C#N)c2c1/C(=N\O)CCC2 | -12% | 0.2% | -14% | 0.2% | 3% | 10% | 8% | -6% | 0.4%
CCOC(=O)CN(C(=O)CSc1nnc(-c2cccc(OC)c2)o1)c1ccc(F)cc1 | -9% | -3.1% | 4% | -0.2% | 19% | -1% | 8% | 40% | -3.8%
FC(F)(F)C1=CC(c2ccc(Br)cc2)=NCCN1 | 2% | -0.7% | -7% | 0.3% | 2% | 3% | 4% | -9% | 168%
CC1(C)CC(N2CCN(CCO)CC2)=CC(=S)N1 | 14% | 8.0% | -2% | -0.1% | 32% | 1% | 0% | 6% | 3.1%
CC(C)C(OC(=O)c1cc2occc2n1C)C(=O)NCc1ccc2c(c1)OCO2 (stereo not drawn) | -17% | 6.1% | -9% | -0.1% | -4% | 1% | 9% | -11% | 2.0%
COc1ccc(CCN2CNc3c(c(=O)n(C)c(=O)n3C)C2)cc1 | 19% | -2.4% | 8% | 0.8% | 12% | -6% | 1% | 2% | 1.3%
C/C(CCC(C)C)=N\NC(=S)Nc1cc(S(=O)(=O)N2CCOCC2)ccc1N1CCOCC1 | 2% | -1.7% | -5% | 0.3% | 10% | 7% | 8% | -6% | -0.4%
O=S(=O)(NCc1ccco1)c1cccc(S(=O)(=O)N2CCCCC2)c1 | -7% | -6.2% | -5% | 0.3% | 7% | -5% | 6% | -16% | -0.9%
COc1ccc(C(=O)c2cc(C(C)=O)c(Nc3ccccc3)s2)cc1 | 38% | 2.1% | 12% | -0.2% | 9% | 16% | 5% | 38% | 1.8%
CC(C)NC(=O)NS(=O)(=O)c1cnccc1NC1CC2CCC1C2 (stereo not drawn) | 5% | 7.6% | 18% | 1.6% | 10% | 11% | 6% | -13% | -3.8%
Cc1cc(N2CCCC2)nc(N2C3CCC2CC(O)(c2ccc(F)cc2)C3)n1 (stereo not drawn) | 8% | . | -19% | -0.1% | 20% | 12% | . | -23%[20 µM] | 19%
Cc1ccc(C)c(N2CCN(CCCNC(=O)Cn3cc4c(n3)CCCCC4)CC2)c1 | -34% | -0.5% | -42% | -0.2% | 1% | 15% | 11% | 10% | -1.6%
O=C(O)CCCN=CC1=C(O)CNC1=O | 9% | 0.0% | -36% | -0.6% | 6% | 1% | 5% | -2% | -0.5%
CC1=CC2=NC(=O)/C(=C\c3cccn3CCOc3ccccc3)C(=N)N2O1 | 4% | 3.5% | 7% | 0.1% | 16% | 15% | 6% | 3% | 2.5%
O=C(O)[C@@H]1Cc2ccccc2N1 | 5% | -5.2% | -13% | -0.2% | 12% | 9% | 12% | 19% | -1.0%

Ordered by the number under NOD2 inhibition (highest first): four of the compounds above
structure | NOD2 inhibition | KOR beta-arrestin-1 | NOD1 NF-kB reporter | GPR55 beta-arrestin | SV40 large T antigen | GPR55 antagonists | MgcRacGAP inhibition | KOR beta-arrestin-2 | HIV fusion peptide
CC(C)NC(=O)NS(=O)(=O)c1cnccc1NC1CC2CCC1C2 (stereo not drawn) | 5% | 7.6% | 18% | 1.6% | 10% | 11% | 6% | -13% | -3.8%
C/C(CCC(C)C)=N\NC(=S)Nc1cc(S(=O)(=O)N2CCOCC2)ccc1N1CCOCC1 | 2% | -1.7% | -5% | 0.3% | 10% | 7% | 8% | -6% | -0.4%
O=C(N/C(=C\c1ccc([N+](=O)[O-])cc1)C(=O)N1CCCCC1)c1ccccc1Br | -3% | 0.7% | -4% | 1.0% | 7% | -1% | 0% | -8% | -0.1%
COc1cc(C(=S)N2CCCC2)cc(OC)c1OC | -5% | 2.2% | -17% | -0.3% | 1% | -1% | -40% | -14% | -0.5%

Later entries
structure | NOD2 inhibition | KOR beta-arrestin-1 | NOD1 NF-kB reporter | GPR55 beta-arrestin | SV40 large T antigen | GPR55 antagonists | MgcRacGAP inhibition | KOR beta-arrestin-2 | HIV fusion peptide
CCC(C(=O)Nc1ncccn1)(C(F)(F)F)C(F)(F)F | -1% | -4.7% | -21% | 0.2% | 6% | 7% | 9% | 22% | -1.1%
CCOC(=O)C1=NNC2(CC(=O)N(c3cccc(C)c3)C2=O)C1 (stereo not drawn) | 8% | -0.3% | 3% | -0.1% | 7% | 9% | 12% | 30% | -0.7%
C/C(=N\Nc1c(F)c(F)c(Br)c(F)c1F)c1ccncc1 | -3% | 9.9% | -42% | -0.2% | 11% | 15% | 2% | 0% | 0.0%
CCOc1ccc(/C=C2\SC(=S)N(CCC(=O)Nc3ccccc3C(=O)O)C2=O)cc1 | 12% | -17% | -1% | 0.3% | 9% | -13% | 7% | -14% | 70%
Cc1ccn2c(C(=O)NNC(=O)Nc3ccc(Cl)cc3)c(C)nc2c1 | 6% | -1.0% | -3% | -0.1% | 16% | -12% | 3% | -4% | -1.4%
CCN(CC)Cc1c(O)ccc2c(-c3ccccc3)cc(=O)oc12 | -6% | 0.6% | 5% | -1.0% | 7% | -3% | 0% | -14% | -2.2%
Cc1scc(C(=O)NNC(=O)CCC(=O)O)c1C | -5% | 6.5% | -33% | 0.2% | 5% | 2% | 3% | -22% | 1.9%
COC(=O)C1(Cc2ccccc2)NC(c2ccc(F)cc2)C2C(=O)N(C)C(=O)C21 (stereo not drawn) | 9% | -7.6% | 10% | -0.1% | -7% | 22% | 3% | 3% | -3.8%
CN(C)c1ccc(-c2cc([C@H]3[C@@H]4C=CCC[C@@]4(C)C(=O)N3Cc3ccccc3)ccc2F)cc1 | -6% | -2.8% | 12% | -0.2% | 15% | 5% | 10% | 25% | -1.1%
CCC(C)NC(=O)CN1C(=O)NC2(CCOc3ccccc32)C1=O (stereo not drawn) | 4% | -3.0% | -38% | -0.2% | 19% | 5% | 1% | -6% | 0.5%
Cc1nnc(NC(=O)C23CC4CC(CC(C4)C2)C3)s1 | 12% | -2.9% | -3% | 0.0% | 7% | 9% | 8% | -54% | 2.2%
CC(C)c1nnc(-c2ccc(Cl)cc2)c(N(C)C)n1 | 14% | 2.0% | 1% | -0.1% | 4% | 2% | 14% | 14% | 0.1%
COc1cc(NC(=O)CSc2nc3ccccc3n2-c2ccccc2)c(C)cc1[N+](=O)[O-] | 17% | -1.8% | 31% | -0.1% | 4% | 6% | -5% | -1% | -1.1%
CCOP(=O)(OCC)C(NCc1ccccc1)c1ccc(Br)cc1 (stereo not drawn) | -8% | -2.5% | 14% | -0.1% | 14% | 0% | 6% | . | -1.0%
NC(=O)[C@@H]1CC2(CC(c3cccc(NC(=O)[C@H]4CCC(=O)N4)c3)=NO2)CN1C(=O)COc1ccc(Cl)cc1 (stereo partly drawn) | 29% | 2.9% | 4% | -0.1% | 17% | -6% | 12% | -4% | -0.7%
O=C(/C=C/c1ccc([N+](=O)[O-])cc1)NCCN1C(=O)S/C(=C\c2ccc(F)cc2)C1=O | -10% | 35% | -25% | 0.4% | 0% | -1% | 6% | i | -0.5%
CNC(=O)C1CC(=O)N(Cc2ccc(OC)c(OC)c2)C(=Nc2ccc(OC)cc2)S1 (stereo not drawn) | 6% | -1.1% | 1% | -0.1% | -7% | -1% | 11% | 9% | 1.5%
O=C(NCc1ccc(F)cc1)C1CCCN(S(=O)(=O)c2cccc3nonc23)C1 (stereo not drawn) | 14% | 2.9% | -14% | 0.0% | 4% | 4% | -15% | -30% | 1.2%
Cc1cccc(OCC(=O)Nc2nnn(C)n2)c1C | 11% | -22% | -26% | 0.3% | 11% | 4% | 13% | -19% | -1.4%
O=C(N/N=C\c1ccc([N+](=O)[O-])o1)C1COc2ccccc2O1 (stereo not drawn) | 46% | -2.8% | -5% | -0.1% | 14% | -5% | 8% | -7% | 16%
CNC(=O)CSc1nnc(SCCC(=O)O)s1 | 14% | -1.9% | -26% | -0.2% | 4% | 5% | 2% | -16% | -2.3%
CN(C)C=NC(=O)c1ccc(N2CCN(c3ncc(C(F)(F)F)cc3Cl)CC2)cc1 | 6% | 7.6% | -6% | 0.2% | 1% | 7% | 10% | 30% | 0.1%
c1ccc(-c2nc3ccccc3c3nc4ccccc4n23)cc1 | 9% | 1.4% | -21% | -0.1% | 13% | -10% | 2% | 7% | -2.6%
C=CCn1c(SC(CCO)C(=O)NCc2ccco2)nc2sc3c(c2c1=O)CCC3 (stereo not drawn) | 12% | -0.8% | -14% | 0.4% | 6% | 7% | 6% | 9% | -1.8%
Cc1c(C(=O)N/N=C/c2cccs2)nnn1-c1nonc1N | -7% | 0.9% | -26% | -0.2% | 13% | -7% | 4% | -9% | 0.1%
CN1C(=O)SC(Nc2ccccc2C(=O)O)C1=O (stereo not drawn) | -7% | -6.2% | 16% | 0.4% | 11% | -1% | -15% | -13% | -4.2%
